TLR9-MyD88 block: TLR9-MyD88 interaction inhibition; 340,000 compounds, 0.21% hits; AID 504734; Q9NR96+Q99836; inhibition, % at 4.98 µM; CHO BLA complementation TLR9-MyD88, CCF4 FRET ratio;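 active = inhibition above the mean over all tested compounds plus 3 SD, cut at about 21% in these data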;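 also: 0% = DMSO only wells and 100% = clavulanate BLA inhibitor control wells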
ABHD5 PLIN5 PPI: ABHD5-PLIN5 protein interaction inhibition | AID 602281 | 360,000 compounds, 0.78% hits | inhibition, % at 4 µM | Split G. princeps luciferase complementation, luminescence, 4 h | Q00G26+Q8WTS1;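 active = inhibition above the mean inhibition across every tested compound plus 3 SD, cut at about 22% in these data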;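 also: 0% = DMSO only wells and the 100% control is not disclosed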
MC4R antagonist: human MC4R antagonism in cAMP assay | MC4R-expressing cells, MTII-stimulated cAMP, LANCE TR-FRET | inhibition, % at 6.5 µM | P32245 | 360,000 compounds, 0.48% hits;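 active = inhibition above its plate's cutoff, the mean of tested wells on that plate plus 3 SD, cut at about 29% in these data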;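 also: 0% = Melanotan II alone and 100% = Melanotan II plus saturating MCL0020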
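Material – human MC4R-expressing U2OS cells · Repeats – no replicates · Detection – TR-FRET with Eu-cAMP and labeled anti-cAMP, 671 nm · Times – compound 30 min, challenge 1 h, detection 1 h · Compound – single nominal compound dose of 6.5 µM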
Vif imaging: inhibitors of HIV Vif | HEK293T cells, Vif self-association by quenched fluorescence, imaging, 24 h | inhibition, % at 7.49 µM | 340,000 compounds, 0.35% hits | AID 602346; in the data active = inhibition above about 50%, passing the limit was not always enough; inconclusive = no clear call, values can overlap the other calls; inactive = below about 31%; also: some results filed as inactive read as strong as hits
aDG glyco up: alpha-DG glycosylation activation; Pro5-aDG cells, alpha-DG glycosylation AlphaScreen (IIH6); 0% Pro5, 100% B10-LARGE cell signal; 360,000 compounds, 0.22% hits; activation, % at 10 µM;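 active = activation of at least 8% versus controls, or a plate z-score of at least 8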;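 also: Pro5 are CHO cells carrying HIG-tagged alpha-DG that lacks glycosylation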
NOD2 RIPK2 PPI: NOD2-RIPK2 protein interaction inhibition; O43353; CHO BLA complementation NOD2-RIPK2, CCF4 ratio; inhibition, % at 4.98 µM; 360,000 compounds, 0.38% hits; AID 624267; in the data active = inhibition above about 21%;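 also: 0% = vehicle only and 100% = reference blocker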
ABCB6 inh MLPCN: human ABCB6 transporter inhibition. K562-ABCB6 porphyrin accumulation, flow cytometry, 1 h; stronger effect = lower value. 360,000 compounds, 0.19% hits. Q9NP58. fluorescence ratio to DMSO, % at 10 µM;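 active = fluorescence ratio to DMSO below 75%, the collection mean minus 3 SD; inconclusive = too few cells collected in the well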;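 also: signal is porphyrin accumulated inside mitochondria; 100% equals median channel fluorescence of DMSO control wells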
Target sequence (Q9NP58 whole entry, looked up): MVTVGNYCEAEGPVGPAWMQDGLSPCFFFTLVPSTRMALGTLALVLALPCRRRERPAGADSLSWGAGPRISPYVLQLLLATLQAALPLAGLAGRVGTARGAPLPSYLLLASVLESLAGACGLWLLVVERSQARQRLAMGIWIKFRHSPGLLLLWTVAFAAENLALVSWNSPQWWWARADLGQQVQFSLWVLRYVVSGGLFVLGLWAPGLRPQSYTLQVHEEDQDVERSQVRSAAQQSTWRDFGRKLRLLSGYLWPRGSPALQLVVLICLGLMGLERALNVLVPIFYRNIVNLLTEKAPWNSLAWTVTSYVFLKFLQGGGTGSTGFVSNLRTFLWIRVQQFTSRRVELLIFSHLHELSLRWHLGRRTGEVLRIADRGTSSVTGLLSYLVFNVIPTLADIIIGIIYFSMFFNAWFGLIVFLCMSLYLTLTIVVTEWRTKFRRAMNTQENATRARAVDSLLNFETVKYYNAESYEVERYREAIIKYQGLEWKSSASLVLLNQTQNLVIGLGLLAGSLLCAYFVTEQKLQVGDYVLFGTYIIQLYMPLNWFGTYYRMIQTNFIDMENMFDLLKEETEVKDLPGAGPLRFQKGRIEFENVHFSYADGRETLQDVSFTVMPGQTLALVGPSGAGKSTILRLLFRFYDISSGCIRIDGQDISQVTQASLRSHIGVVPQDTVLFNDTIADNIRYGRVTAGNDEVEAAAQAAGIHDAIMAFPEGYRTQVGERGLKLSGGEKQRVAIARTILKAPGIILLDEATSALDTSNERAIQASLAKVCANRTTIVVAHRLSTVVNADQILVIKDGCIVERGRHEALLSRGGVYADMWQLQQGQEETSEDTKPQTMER
Granule exo inh: lytic granule exocytosis inhibition. TALL-104 LAMP-1 surface exposure, flow cytometry; cells stimulated with thapsigargin and PMA. inhibition, % at 10 µM. 360,000 compounds, 0.66% hits;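 active = inhibition above about 55%, limit read from the data; inconclusive = no clear call, values can overlap the other calls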
MC4R ag barr: human MC4R agonism via beta-arrestin | P32245 | U2OS MC4R beta-arrestin complementation, luminescence; percent of melanotan II response, DMSO zero | activation, % at 8.9 µM | 360,000 compounds, 0.98% hits | AID 540308;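 active = activation above a per-plate cutoff, the mean activation of sample wells on that plate plus 3 SD, cut at about 8% in these data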
N-glyco inh: N-linked glycosylation inhibition. 360,000 compounds, 0.23% hits. reporter increase, % at 12.5 µM. D54 ERlucT glycosylation luciferase reporter, 24 h; percent of 100 nM tunicamycin response;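 active = mean luciferase reporter signal, scaled so untreated is 0 and the glycosylation-blocking control 100, at or above a set limit in every replicate; inconclusive = mean reaches the limit but not every replicate does; inactive = mean below the limit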;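 also: luciferase carries N-glycosylation sites so blocking glycosylation raises the light; 0% = median of neutral control wells and 100% = median of 100 nM tunicamycin wells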
Numbers without * were called inactive; ? = inconclusive; · = no result given. This is a subset; count on the stated rates, not on these rows.

Below each compound – TLR9-MyD88 block	ABHD5 PLIN5 PPI	MC4R antagonist	Vif imaging	aDG glyco up	NOD2 RIPK2 PPI	ABCB6 inh MLPCN	Granule exo inh	MC4R ag barr	N-glyco inh
CCOc1ccc(S(=O)(=O)N2CCc3ccccc3C2)cc1
→ -21	2	0	?	0.2	8	96	-6	-1.8	-2
COC(=O)[C@]1(C)CCC[C@@]2(C)C3CC[C@@]4(C)C[C@]3(CCC21)CC(=O)N4C (some centres not stated)
→ -6	-34	-4	-6	0.1	-8	97	1	2.2	0
CCC(Cc1ccccc1)NC(=O)C1CCN(S(=O)(=O)c2ccc3c(c2)CC(C)N3C(C)=O)CC1 (configuration not stated)
→ 5	-6	-1	-2	0.0	-1	95	14	0.0	-1
COCCn1c(C)cc(C(=O)COC(=O)c2[nH]c(C)c(C(C)=O)c2C)c1C
→ -1	-3	2	-1	0.4	-1	96	3	-2.9	1
Cc1cc(C)n(C(=O)c2ccc(Cn3nc(C)c(Br)c3C)o2)n1
→ 0	0	-13	18	-0.1	-3	97	2	-1.5	5
Nc1ccc2nc(SCC(=O)Nc3ccc(N4CCOCC4)c(Cl)c3)sc2c1
→ -14	-5	17	-10	4.2	-9	103	-10	3.6	-3
CN(C)CCNc1ncnc2c1ncn2[C@H]1CN(Cc2ccco2)C[C@@H](CO)O1
→ ·	-7	-1	9	-0.3	-2	101	-7	0.8	1
O=C(Nc1cccc(C(F)(F)F)c1)C1Cc2c(-c3cccc(F)c3)ccnc2O1 (configuration not stated)
→ ·	-12	-5	-30	0.4	-1	93	-1	1.9	-2
O=C(CNC(=S)N(Cc1ccccc1F)C1CCCCC1)NCCCN1CCOCC1
→ -3	-1	-1	-4	0.1	-4	95	9	-2.0	1
COc1cc2c3c(c1)/C(=C1/SC(=S)NC1=O)C(=O)N3C(C)(C)C=C2C
→ 2	-3	2	-2	-0.2	9	96	1	-1.2	4
CCOc1cccc(OCCCCN2CCCCC2)c1
→ 4	-3	-3	-1	0.0	1	92	-6	-1.1	1
CO/N=C/CC(=O)c1ccc(-c2ccccc2)cc1
→ -8	4	12	1	0.1	0	90	-5	-3.3	1
Cc1cccc(CCNS(=O)(=O)c2ccc(S(=O)(=O)N3CCC(C)CC3)cc2)c1
→ -6	-7	0	·	-0.2	-8	107	-2	1.7	1
CC(NC(=O)C(C)N1CCN(Cc2ccccc2)CC1)c1ccc(F)cc1 (configuration not stated)
→ 0	1	12	-6	-0.1	-1	96	12	0.6	3
CN(C)S(=O)(=O)Oc1cccc(C(=O)Nc2ccccc2Cl)c1
→ -2	0	7	1	0.1	4	101	-3	-1.0	0
CCCCn1c(N)c(N(Cc2ccccc2OC)C(=O)CSCC(=O)Nc2cccc(C)c2)c(=O)[nH]c1=O
→ 5	-3	0	-8	-0.1	-7	96	-7	-3.8	1
Cc1ccccc1N=C1NC(=O)C(CO)(CO)S1
→ 4	5	6	0	0.1	-9	98	0	0.9	2
CCOC(=O)c1ccc(NC(=O)c2ccccc2C)cc1
→ 4	3	1	-5	0.4	-10	96	-4	0.3	-2
Nc1c(/C=C2/C=CC(=O)C(O)=C2)c(=O)nc2sc(CC(=O)N3CCCCC3)nn12
→ -8	-6	0	12	-0.1	-2	101	1	-3.5	-2
CC(=O)Nc1cccc(NC(=O)CCNC(=O)c2ccccc2)c1
→ -3	2	7	-3	0.1	-2	90	1	-2.0	2
CN1C(=O)NC(c2ccc(C(F)(F)F)cc2)C2=C1CC(C)(C)CC2=O (configuration not stated)
→ -4	9	6	4	0.0	-1	102	0	-2.3	3
Cc1ccc(S(=O)(=O)N2CCN(C)CC2c2ccccc2)cc1 (configuration not stated)
→ -7	12	-5	-3	-0.2	2	94	4	0.1	-1
CCSc1nnc(NC(=O)c2c(C)noc2C)s1
→ -10	4	4	·	-0.3	-2	91	-4	-0.7	·
N#Cc1ccccc1NC(=O)COC(=O)/C=C/c1cn(-c2ccccc2)nc1-c1ccc(Cl)cc1
→ -6	-3	10	5	-0.8	1	101	4	-1.5	11
CCC(=O)N(C)CCc1cc2c(c(OC)c1/C=N/NC(=O)c1ccccc1O)OCO2
→ -3	-1	2	-12	0.0	-2	91	-4	-1.6	0
COc1ccc(CN2CCCC(N3CCN(c4ccc(OC)cc4)CC3)C2)cc1 (configuration not stated)
→ -4	1	-1	5	-0.1	6	96	1	-0.2	0
COc1ccc(C(=O)Nc2cnn(Cc3ccc(Cl)cc3)c2)cc1OC
→ -1	5	6	5	-0.3	-4	94	-1	0.9	1
O=C(O)c1cc(O)ccc1-c1ccc(O)cc1
→ 7	4	14	-10	0.5	2	100	2	-2.3	-3
COc1ccc(CN2C(=O)C(C)=C(C)C2OC)cc1 (configuration not stated)
→ -10	-35	3	-2	-0.1	9	105	-2	1.5	0
COCCN1CC(=O)N2C(c3cccc(OC)c3)c3[nH]c4ccccc4c3C[C@H]2C1=O (some centres not stated)
→ 2	-2	2	-1	0.0	-2	96	0	-0.8	0
CCCCCCCN=CC1=C(O)CC(c2ccccc2)CC1=O (configuration not stated)
→ -6	-3	10	-2	-0.1	-1	100	4	1.3	0
COC(=O)c1ccccc1S(=O)(=O)N(Cc1cc2ccc(OC)cc2[nH]c1=O)CC1CCCO1 (configuration not stated)
→ -4	-1	9	0	0.0	13	98	-6	-1.5	0
O=c1oc2cc(Oc3c([N+](=O)[O-])cc(C(F)(F)F)cc3[N+](=O)[O-])ccc2c2c1CCCC2
→ -6	18	-1	-9	0.0	3	94	-3	1.0	2
COc1ccc(CN(C)c2ncnc3sccc23)c(OC)c1OC
→ 3	3	-8	9	0.1	-3	95	-9	-2.4	30*
COC(=O)c1cc(NS(=O)(=O)c2ccc(NC(C)=O)cc2)ccc1Cl
→ -10	3	5	0	0.1	-18	96	-1	-1.1	3
Cc1ccc(NC(=O)CSCc2cc(=O)n3ccsc3n2)cc1
→ 4	4	2	-1	0.0	2	96	-1	-0.9	1
O=C(O)c1cccc(S(=O)(=O)N(Cc2ccccc2)c2ccccc2)c1
→ -11	1	4	-3	0.4	3	102	-1	-4.0	1
Cc1nnc(SCC(=O)NCC2CCCO2)n1-c1ccccc1 (configuration not stated)
→ 5	1	2	18	0.0	-8	97	-5	1.0	1
N/C(=N\OC(=O)CCCOc1ccccc1)c1ccc(Br)cc1
→ 0	-8	0	-22	0.0	-6	105	7	-0.3	0
Cc1nn(CC(=O)NCc2ccccc2)c(C)c1[N+](=O)[O-]
→ -3	-2	2	5	-0.3	-6	·	-5	-1.4	0
COc1ccc2c(c1)-c1nc(/N=C/c3ccccc3O)sc1CC2
→ -11	-8	6	-7	0.4	-6	100	0	-0.8	1
CSc1ccc(/C=C/C(=O)OCC(=O)c2ccc[nH]2)cc1
→ -13	5	5	7	-0.3	-6	99	15	22*	2
CN(Cc1ccccc1)c1ncc(C=O)s1
→ 7	-3	4	-1	0.1	1	93	0	-0.8	1
S=C(NCCCc1ccccc1)NC1CCCCC1
→ 1	-10	7	6	0.2	1	100	4	-1.4	-1
COc1cc(/C=C/C(=O)O)cc(S(=O)(=O)Nc2ccc(S(=O)(=O)N3CCCCC3)cc2)c1OC
→ -1	-4	16	-3	-0.3	0	94	-5	-6.9	1
Cc1cc(C)nc(Nc2ccc(N3CCOCC3)cc2)n1
→ -8	7	1	2	-0.1	1	97	-1	1.8	3
Cc1ccccc1OCC(=O)Nc1ccc2c(c1)Cc1ccccc1-2
→ -9	2	7	-3	-0.2	-2	103	-2	28*	1
CC1/C(=N/O)C(CN(C)C)C2CC1C2(C)C (configuration not stated)
→ 4	-3	4	8	-0.2	3	94	-1	2.5	1
CCN(CC)S(=O)(=O)c1cccc(-c2n[nH]c(=S)n2/N=C/c2ccc(C(=O)OC)cc2)c1
→ -2	-11	9	2	-0.3	-12	106	5	-1.2	-1
CSc1ccc(S(=O)(=O)N2CCC(C(=O)N3CCOCC3)CC2)cc1
→ -2	0	15	9	0.0	-11	98	-5	-2.3	-1

(cont.)
Below each compound – TLR9-MyD88 block	ABHD5 PLIN5 PPI	MC4R antagonist	Vif imaging	aDG glyco up	NOD2 RIPK2 PPI	ABCB6 inh MLPCN	Granule exo inh	MC4R ag barr	N-glyco inh
O=[N+]([O-])c1ccc(N/N=C2\CC3CC=CC23)cc1 (configuration not stated)
→ -11	9	-11	-3	0.1	1	105	7	6.8	-4
CCc1ccccc1NC(=O)COc1cccc2ccc(C)nc12
→ 3	1	2	-1	-0.1	6	89	1	-0.1	1
O=C(NCc1cccs1)C1CCN(S(=O)(=O)c2ccccc2F)CC1
→ 4	6	-1	1	0.2	-12	97	0	2.1	-1
COc1ccc2c(c1OC)C(=O)OC2N1C(=O)CC[C@H]1C(=O)NCC1CCCO1 (some centres not stated)
→ -3	-6	5	1	-0.1	0	97	1	-1.6	-1
Cc1ccc(C(C)NC(=O)c2ccncc2)cc1C (configuration not stated)
→ -5	-4	2	2	0.0	4	101	1	-2.4	0
CCN1C(=O)[C@@H]2[C@@H](c3ccc(SC4CCCCC4)cc3)N3CCC[C@@]3(C(=O)OC)[C@@H]2C1=O
→ 1	2	3	0	-0.1	1	95	-2	-0.2	-3
CCOc1ncccc1C(=O)OCC(=O)c1c[nH]c2ccccc12
→ 2	14	2	-2	0.5	-15	102	6	-3.4	2
CCOC(=O)c1c(C)n(C)c2ccc(OC)c(NC(=O)CN3CCN(C4CCCCC4)CC3)c12
→ -8	-3	0	3	0.2	-1	88	0	-0.5	0
Cc1cccc(NC(=S)N2N=CCC2c2ccccc2)c1 (configuration not stated)
→ 5	0	6	12	-0.1	-5	99	3	-2.6	1
Cc1ccc(S(=O)(=O)N(C)CC(=O)Nc2ncccc2C)cc1
→ -2	1	-1	8	-0.2	3	86	0	2.7	3
COc1ccccc1CC(=O)c1ccc(OCc2ccccc2)cc1
→ 15	-10	4	10	-0.1	-7	98	81*	-1.1	-1
COc1ccc(-n2nc(C(=O)N3CCC(N4CCCCC4)CC3)c3c4ccccc4n(C)c3c2=O)cc1
→ 6	1	1	-7	0.1	4	93	-8	-1.8	-2
COc1cc2c(cc1OC)C(c1cccc([N+](=O)[O-])c1)N(C(=O)c1ccccc1C(=O)O)CC2 (configuration not stated)
→ 2	-3	1	4	0.0	-4	94	0	0.7	5
Cc1ccccc1/C=C/c1cc[n+](C)cc1
→ 3	3	4	0	0.4	-8	107	-7	-2.8	4
COc1ccc(/C(C)=N/N2CCCCC2)c(O)c1
→ 0	0	10	-3	0.0	-7	103	-6	0.2	1
CCCSc1nc(O)c(C(c2ccc(OC)c(O)c2)c2c(O)nc(SCCC)n(C)c2=O)c(=O)n1C
→ 0	4	-2	2	0.0	0	106	10	-2.6	1
N#C/C(=C(/O)COC(=O)c1cccnc1Cl)c1nc2ccccc2[nH]1
→ -11	1	5	1	0.1	-1	101	1	-3.3	3

Assay outcomes from PubChem BioAssay.
